# Assay outcomes from PubChem BioAssay.
# POLB inh: inhibitors of human DNA polymerase beta | actives 1.3% (n = 340,000) | AID 485314 | Potency, µM (highest dose often 114 µM), without a hit: at the highest dose activity change, negative = inhibition, actives largely listed as inhibitors | Pol beta primer extension/strand displacement, fluorescence kinetic; also: potency is read from the fitted curve at half-maximal effect; % is scaled to controls: 0 for no effect and ±100 for the full control effect
#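 Human Pol beta at 10 nM; strand-displacement substrate 50 nM final. Compound exposure 15 min at room temperature before start, reaction 10 min at room temperature.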
# RXFP1 antag: RXFP1 (human) relaxin receptor antagonism. actives 0.59% (n = 350,000). HEK293-RXFP1, relaxin-stimulated cAMP HTRF, 30 min; active compounds read low. Q9HBX9. activity change, negative = inhibition, % at 57.5 µM. AID 1259400;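 active = activity change of -60% or lower, but not beyond a set lower limit; inconclusive = change between -60% and -40%, or beyond the set limit; inactive = change above -40%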; also: % is scaled to controls: 0 for no effect and ±100 for the full control effect
# Pol eta inh: DNA polymerase eta (human) inhibition | actives 1.2% (n = 390,000) | Potency, µM (doses to about 114 µM), without a hit: top-dose activity change, negative = inhibition, hits mostly inhibitors | recombinant Pol eta, fluorescent DNA replication assay | Q9Y253 | AID 588591; also: potency is read from the fitted curve at half-maximal effect; % is scaled to controls: 0 for no effect and ±100 for the full control effect
#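 Pol eta (10 nM) was preincubated with compounds for 15 min at room temperature, after which fluorescent replication substrate (50 nM final) was added to start the reaction. Fluorescence was read kinetically at 0 and 10 min.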
# BLM inh: blocks DNA unwinding by human BLM helicase | P54132 | Potency, µM (highest dose often 56.1 µM), for the others: at the top dose activity change, negative = inhibition, usual class: inhibitors | recombinant BLM DNA unwinding, fluorescence dequenching | actives 0.2% (n = 350,000);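 also: potency is read from the fitted curve at half-maximal effect; plate controls were vehicle for no effect and no enzyme for full effect; nearly all actives have a fitted effect of over 35% in size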
# Apoferritin bind: binds horse apoferritin like a general anesthetic; actives 0.074% (n = 350,000); Potency, µM (series often up to 77.5 µM), for the others: at the highest dose activity change, negative = displacement, hits mostly inhibitors; P02791; apoferritin/1-aminoanthracene competitive binding, fluorescence; AID 485281; also: potency is read from the fitted curve at half-maximal effect; % is scaled to controls: 0 for no effect and ±100 for the full control effect; nearly all actives have a fitted effect of over 20% in size
#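 10 uM apoferritin + 50% sat. 1-AMA, PBS; cpd 10 min RT; Ex380/Em535 endpoint; normalized to free probe vs complex; 4-param Hill fit; propofol titration as pos. ctrl.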
# Tb PGK inh: T. brucei PGK inhibition | Potency, µM (doses to about 57.5 µM), for the others: at the top dose activity change, negative = inhibition, hits mostly inhibitors | actives 0.043% (n = 380,000) | PGK/GAPDH coupled, Kinase-Glo luminescence, 60 min; also: potency is read from the fitted curve at half-maximal effect; % is scaled to controls: 0 for no effect and ±100 for the full control effect; nearly all actives have a fitted effect of over 60% in size
#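 Luminescent ATP detection (Kinase-Glo Plus) follows a 60-minute room-temperature incubation, with wells lacking PGK as controls. Buffer: 100 mM TEA (pH 7.6), 5 mM MgCl2, 0.01% Tween-20. Coupling enzyme GAPDH (100 nM final) supplies unstable 1,3-BPG in-well.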
# APEX1 inh: inhibitors of human APE1 endonuclease. Potency, µM (titrated, usually from 65.8 µM), inactives show at the highest dose activity change, negative = inhibition, actives largely listed as inhibitors. P27695. AID 2517. actives 0.35% (n = 350,000). recombinant APE1, TAMRA/BHQ-2 abasic DNA cleavage fluorescence;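 also: potency is read from the fitted curve at half-maximal effect; plate controls were vehicle for no effect and reference inhibitor for full effect; nearly all actives have a fitted effect of over 55% in size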
#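 Measures dequenching upon AP-site incision of a 5'-TAMRA/3'-BHQ-2 THF-containing duplex, 50 nM; human APE1 0.75 nM after 15 min room-temperature exposure to compound; kinetic three-point read at one-minute spacing.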
# Pol kappa inh: blocks human DNA polymerase kappa activity | Q9UBT6 | purified Pol kappa, fluorescent DNA synthesis assay, 10 min | Potency, µM (titrated, usually from 107 µM), inactives show top-dose activity, negative = inhibition, hits mostly inhibitors | actives 0.53% (n = 400,000) | AID 588579; also: potency is read from the fitted curve at half-maximal effect; % is scaled to controls: 0 for no effect and ±100 for the full control effect
# Target sequence (Q9UBT6 whole entry, looked up): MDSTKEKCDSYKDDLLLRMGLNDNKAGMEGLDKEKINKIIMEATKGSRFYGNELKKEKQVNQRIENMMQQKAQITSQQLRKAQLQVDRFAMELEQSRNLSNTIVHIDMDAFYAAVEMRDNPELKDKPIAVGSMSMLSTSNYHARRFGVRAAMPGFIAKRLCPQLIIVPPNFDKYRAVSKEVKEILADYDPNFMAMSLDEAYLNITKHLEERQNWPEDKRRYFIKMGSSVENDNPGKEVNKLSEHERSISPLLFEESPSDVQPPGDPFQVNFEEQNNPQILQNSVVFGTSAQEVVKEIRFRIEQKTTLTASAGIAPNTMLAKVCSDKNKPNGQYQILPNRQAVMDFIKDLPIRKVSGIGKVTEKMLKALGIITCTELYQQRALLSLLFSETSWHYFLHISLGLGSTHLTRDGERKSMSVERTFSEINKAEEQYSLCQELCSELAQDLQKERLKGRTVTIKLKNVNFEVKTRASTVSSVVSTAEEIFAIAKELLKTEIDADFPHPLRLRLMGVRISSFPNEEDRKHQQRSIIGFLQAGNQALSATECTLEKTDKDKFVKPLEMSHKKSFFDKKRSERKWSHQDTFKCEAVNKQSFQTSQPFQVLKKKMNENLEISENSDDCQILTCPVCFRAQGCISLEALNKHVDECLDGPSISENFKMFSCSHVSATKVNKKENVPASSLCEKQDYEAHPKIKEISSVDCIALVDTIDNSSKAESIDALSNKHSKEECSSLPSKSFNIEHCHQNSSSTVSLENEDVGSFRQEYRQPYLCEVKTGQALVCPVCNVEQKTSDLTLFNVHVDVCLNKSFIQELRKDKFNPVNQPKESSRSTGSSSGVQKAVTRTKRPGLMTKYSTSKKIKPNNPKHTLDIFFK
#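 Pol kappa 10 nM + cpd, 15 min RT; start w/ substrate 50 nM final; fluorescence kinetic read, 0 and 10 min. Neg ctrl: buffer, no enzyme.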
# POLI inh: blocks human DNA polymerase iota activity; actives 1% (n = 390,000); Potency, µM (series often up to 115 µM), for inactives: top-dose activity, negative = inhibition, hits mostly inhibitors; Pol iota fluorescent replication assay, 10 min; also: potency is read from the fitted curve at half-maximal effect
#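 Fluorescent replication assay read twice, at 0 min and 10 min after adding 50 nM (final) substrate. Enzyme (10 nM) and compounds were first incubated 15 min at room temperature; enzyme-free buffer wells were negative controls.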
# An asterisk follows results filed as active; i = inactive; ? = inconclusive; / = not tested or not shown; & = joins results of further samples; [ ] = another dose, or the depositor's remark. Unless noted, calls follow the shape of the dose curve; as a rule, active = well fitted curve in the direction sought with a large enough effect; inconclusive = small, poorly fitted or top-dose-only effect, or another doubt; inactive = no such curve, though single readings can be large; an effect the other way counts as inactive or inconclusive.
1) CC[C@]12CCCN3CCc4c(n(c5ccccc45)[C@](O)(C(=O)OC)C1)[C@@H]32
2) CCCCCCCCCCCCCCC[C@@H](O)[C@@H](N)CO
3) CCn1cc(C(=O)O)c(=O)c2cc(F)c(N3CCNC(C)C3)c(F)c21 (stereo not drawn)
4) COc1cc(C2Oc3cc(C4Oc5cc(O)cc(O)c5C(=O)C4O)ccc3OC2CO)ccc1O (stereo not drawn)
5) CC1O[C@@H](OCC2O[C@@H](Oc3cc(O)c4c(c3)OC(c3ccc(O)cc3)CC4=O)[C@H](O)[C@@H](O)[C@@H]2O)[C@H](O)[C@H](O)[C@H]1O (stereo partly drawn)
6) CCOC(=O)c1ccc(NC(=O)c2cc(=O)c3ccc(C)c(C)c3o2)cc1
7) CC(=O)OCC(=O)[C@@]1(O)CC[C@H]2[C@@H]3CCC4=CC(=O)C=C[C@]4(C)[C@@]3(F)[C@@H](O)C[C@@]21C
8) CCC1(O)CC2CN(CCc3c([nH]c4ccccc34)[C@@](C(=O)OC)(c3cc4c(cc3OC)N(C)C3[C@]45CCN4CC=C[C@@](CC)([C@@H](OC(C)=O)[C@]3(O)C(=O)OC)[C@H]45)C2)C1 (stereo partly drawn)

assay / entry | 1 | 2 | 3 | 4 | 5 | 6 | 7 | 8
POLB inh | / | / | 6%[57.1 µM] | -2% | / | 12% | / | 11%[57.1 µM]
RXFP1 antag | / | / | -13 | / | / | 4 | -14 | /
Pol eta inh | -2% | 0% | -5%[57.1 µM] | -6% | -13% | -9% | -7% | -6%[57.1 µM]
BLM inh | / | 1%&-11% | 22% | -2%&4% | / | 1% | / | /
Apoferritin bind | / | 1% | -11% | -9% | / | -10% | / | /
Tb PGK inh | -4% | i | / | -3% | -4% | 7% | i | /
APEX1 inh | 10% | ? | -4% | 7%&-2% | 25% | / | 5% | -1%
Pol kappa inh | 7% | -3% | -11%&-3%[60.1 µM] | -5% | -8% | -2% | 6% | ?
POLI inh | 1% | -8% | 2%[58.9 µM] | -14% | -9% | 4% | 33%[activator] | -3%[58.9 µM]

9) CN(C(=O)c1c(O)c2ccccc2n(C)c1=O)c1ccccc1
10) C[C@@H]1C[C@H]2[C@@H]3CCC4=CC(=O)C=C[C@]4(C)[C@@]3(Cl)[C@@H](O)C[C@]2(C)[C@@]1(OC(=O)c1ccco1)C(=O)CCl
11) CC(=O)Oc1ccc2c(C)cc(=O)oc2c1
12) COc1cc(N)c(Cl)cc1C(=O)N[C@@H]1CCN(CCCOc2ccc(F)cc2)C[C@@H]1OC
13) Nc1ncnc2c1c(-c1ccc(Oc3ccccc3)cc1)cn2C1CCCC1
14) O=C(Nc1cc(-c2ccccc2)nn1-c1ccccc1F)c1ccc([N+](=O)[O-])cc1
15) CCCC(=O)O[C@]1(C(=O)COC(C)=O)CC[C@H]2[C@@H]3C[C@H](F)C4=CC(=O)C=C[C@]4(C)[C@@]3(F)[C@@H](O)C[C@@]21C
16) CN(C)C/C=C(\c1ccc(Br)cc1)c1cccnc1

assay / entry | 9 | 10 | 11 | 12 | 13 | 14 | 15 | 16
POLB inh | / | / | -3% | -8% | 4%[57.1 µM] | / | 13% | /
RXFP1 antag | 12 | -39 | 3 | / | / | / | / | /
Pol eta inh | / | -8% | -16% | / | -12% | -10% | -16% | 1%
BLM inh | 4% | / | -7% | -5% | -14% | / | -4% | 1%
Apoferritin bind | / | / | 79%[activator] | -24% | / | / | ? | -4%[29.3 µM]
Tb PGK inh | / | -2% | -2% | / | -3% | -2% | -4% | -2%
APEX1 inh | -5% | -1% | 0% | 0% | 13%&-8%&-4% | 44% | 19% | -8%
Pol kappa inh | 0%[19.4 µM] | -13% | -2% | / | ? | 6% | 1% | -5%
POLI inh | / | ? | -20% | / | -26% | 22% | 12% | ?

17) C/C(=N\NC(=S)NCc1ccccc1)C1CCCCC1
18) CC(C)(CO)[C@H](O)C(=O)NCCCO
19) CC[C@@]12CCCN3CCc4c(n(c5ccccc45)[C@](O)(C(=O)OC)C1)[C@H]32
20) CCc1ccccc1OC[C@@H](O)CN[C@H]1CCCc2ccccc21
21) CN(C)CCCSc1ccccc1NC(=O)/C=C/c1ccccc1
22) Cc1c(C)n(Cc2ccccc2)c2ccc(C(=O)OCCN(C)C)cc12
23) COC(=O)N/N=C/c1c[n+]([O-])c2ccccc2[n+]1[O-]
24) CCCCOc1cc(C(=O)OCCN(CC)CC)ccc1N

assay / entry | 17 | 18 | 19 | 20 | 21 | 22 | 23 | 24
POLB inh | 2% | / | / | / | -20% | 2% | / | /
RXFP1 antag | -1 | / | / | / | 13 | 1&-15 | -2 | -4
Pol eta inh | -12% | / | / | -13% | / | -17% | -7% | -4%&-1%
BLM inh | 1% | -2%[21.4 µM] | 7% | -7% | -6%&-6% | 2%&3% | / | -10%[21.4 µM]
Apoferritin bind | ? | -5%[29.3 µM] | -3%&-9%[29.3 µM] | / | -1%&-7% | ? | / | -10%[29.3 µM]
Tb PGK inh | -1% | / | / | -10% | / | i | -9% | 6%&-3%
APEX1 inh | 4% | 14%[21 µM] | 1% | 19%&-4% | -3%&14% | 23% | 23%&0% | 24%
Pol kappa inh | -4% | -6%[12 µM] | -6%[19.4 µM] | 5% | -5%[19.4 µM] | 2%[19.4 µM] | -6% | -19%
POLI inh | -14% | / | / | 1% | / | 10% | 24% | -12%&2%

25) CC(C)OCc1cc(CN2CCN(c3ccccc3)CC2)c(O)c2ncccc12
26) CC1(C)O[C@@H]2C[C@H]3[C@@H]4C[C@H](F)C5=CC(=O)C=C[C@]5(C)[C@@]4(F)[C@@H](O)C[C@]3(C)[C@]2(C(=O)CO)O1
27) Cn1ccc2cc3c(cc21)CCN3C(=O)Nc1cccnc1
28) COc1cc2c(c(OC)c1OC)-c1c(cc(OC)c(OC)c1OC)CC(C)C(C)C2 (stereo not drawn)
29) Cc1cc(=O)oc2cc(O)ccc12
30) COc1cc(N)c(Cl)cc1C(=O)N[C@H]1CCN(CCCOc2ccc(F)cc2)C[C@H]1OC

assay / entry | 25 | 26 | 27 | 28 | 29 | 30
POLB inh | 4% | 0% | -7%[57.1 µM] | / | / | /
RXFP1 antag | -16 | -31 | 11 | / | 17 | /
Pol eta inh | -1% | -9% | ? | / | -7% | -20%
BLM inh | 2% | -4% | -22% | -12% | -6%[21.4 µM] | -13%[21.4 µM]
Apoferritin bind | -19% | -7% | / | -21% | 180%[activator][29.3 µM] | -9%[29.3 µM]
Tb PGK inh | i | -3% | 8% | / | -7% | -8%
APEX1 inh | / | 4%&-3% | ? | -1% | -3%[21 µM] | -2%
Pol kappa inh | 2% | 9% | -8%[60.1 µM] | -4%[60.1 µM] | 18% | -32%
POLI inh | -10% | ? | ? | / | -7% | -2%

# Filtered by structure: those above containing a carbonyl joined to an NH by a bond outside any ring.
6) CCOC(=O)c1ccc(NC(=O)c2cc(=O)c3ccc(C)c(C)c3o2)cc1
12) COc1cc(N)c(Cl)cc1C(=O)N[C@@H]1CCN(CCCOc2ccc(F)cc2)C[C@@H]1OC
14) O=C(Nc1cc(-c2ccccc2)nn1-c1ccccc1F)c1ccc([N+](=O)[O-])cc1
18) CC(C)(CO)[C@H](O)C(=O)NCCCO
21) CN(C)CCCSc1ccccc1NC(=O)/C=C/c1ccccc1
23) COC(=O)N/N=C/c1c[n+]([O-])c2ccccc2[n+]1[O-]
27) Cn1ccc2cc3c(cc21)CCN3C(=O)Nc1cccnc1
30) COc1cc(N)c(Cl)cc1C(=O)N[C@H]1CCN(CCCOc2ccc(F)cc2)C[C@H]1OC

assay / entry | 6 | 12 | 14 | 18 | 21 | 23 | 27 | 30
POLB inh | 12% | -8% | / | / | -20% | / | -7%[57.1 µM] | /
RXFP1 antag | 4 | / | / | / | 13 | -2 | 11 | /
Pol eta inh | -9% | / | -10% | / | / | -7% | ? | -20%
BLM inh | 1% | -5% | / | -2%[21.4 µM] | -6%&-6% | / | -22% | -13%[21.4 µM]
Apoferritin bind | -10% | -24% | / | -5%[29.3 µM] | -1%&-7% | / | / | -9%[29.3 µM]
Tb PGK inh | 7% | / | -2% | / | / | -9% | 8% | -8%
APEX1 inh | / | 0% | 44% | 14%[21 µM] | -3%&14% | 23%&0% | ? | -2%
Pol kappa inh | -2% | / | 6% | -6%[12 µM] | -5%[19.4 µM] | -6% | -8%[60.1 µM] | -32%
POLI inh | 4% | / | 22% | / | / | 24% | ? | -2%

# This is a subset. The share of hits here may be higher or lower than overall.
